PglD inh = PglD (C. jejuni) enzyme inhibition | AID 602405 | purified PglD enzyme, DTNB colorimetric CoA detection | hit rate 0.098% among 360,000 | inhibition, % at 12.5 µM; in the data active = inhibition above about 16%, passing the limit was not always enough; also: strong numbers were not always called active
* marks the source's active call; other numbers are inactive results.

CCC(=O)Nc1ccccc1C(=O)N1CCOCC1
- PglD inh = -2

O=C(O)c1ccc(S(=O)(=O)NC2CCCc3ccccc32)cc1 (stereo unspecified)
- PglD inh = -5

O=C(Nc1sc2c(c1C(=O)c1ccc(Cl)cc1)CCCC2)c1cccnc1
- PglD inh = 2

O=C(O)Cc1sc(-c2ccc(Cl)cc2)nc1-c1ccccc1
- PglD inh = 2

COC(=O)[C@H](C)NC(=O)Nc1ccccc1F
- PglD inh = 4

Clc1ccc2c(N3CCCC3)ccnc2c1
- PglD inh = 3

CCC(=O)NC(Nc1ncc(C)s1)(C(=O)OC)C(F)(F)F (stereo unspecified)
- PglD inh = 1

CC(=O)c1cccc(NC(=O)N2CCC(c3nnc(SCC(N)=O)n3C)CC2)c1
- PglD inh = -4

O=c1nc2c(-c3ccccc3F)n[nH]n2c2ccccc12
- PglD inh = -1

Cc1nc2sc(C(c3ccccc3)N3CCN(c4ccccc4F)CC3)c(O)n2n1 (stereo unspecified)
- PglD inh = 5

O=C(CSc1nnc2sc3ccccc3n12)NCc1ccco1
- PglD inh = -2

CCc1ccc(-c2csc3ncn(CC(=O)N4CCOCC4)c(=O)c23)cc1
- PglD inh = -1

CC(=O)Nc1nc2ccccc2n1CCN(C)C
- PglD inh = -2

CCn1nc(C(=O)Nc2ccc(S(=O)(=O)Nc3nccs3)cc2)c2ccccc2c1=O
- PglD inh = 2

CC(C)C[C@H]1CN=C(Nc2ccccc2)N1CC1CCC(C)CC1 (stereo partly specified)
- PglD inh = 0

Cc1ccccc1NC(=S)N=Nc1c(O)n(C)c2ccc(S(=O)(=O)N3CCOCC3)cc12
- PglD inh = -9

Cn1c(N)c(C(=O)COC(=O)c2ccc(Cl)c(S(=O)(=O)N3CCCCC3)c2)c(=O)n(C)c1=O
- PglD inh = 20

O=C(Cc1ccsc1)NCC(c1ccco1)N1CCCCC1 (stereo unspecified)
- PglD inh = 3

CCCCOC(=O)CSCC(=O)Nc1cc(C)on1
- PglD inh = -6

COC(=O)c1ccc(C)c(NS(=O)(=O)c2ccc(C)c([N+](=O)[O-])c2)c1
- PglD inh = 4

CCc1cc(=O)oc2cc(C)cc(OC(=O)c3ccco3)c12
- PglD inh = 4

CC1CCN(C(=O)CCNC(=O)Cn2cnc3sc4c(c3c2=O)CCCC4)CC1
- PglD inh = 2

CCOC(=O)C(=CNc1cccc(C)n1)C(=O)OCC
- PglD inh = -4

CCOCN(C(=O)Cn1c(COC)nc2ccccc21)c1c(C)cccc1CC
- PglD inh = -2

O=C(CCN1CCN(c2ccccc2)CC1)NNC(=O)c1cccc2ccccc12
- PglD inh = 4

CCC(C(=O)NCc1ccccc1OC)n1nc(C)n2c(cc3occc32)c1=O (stereo unspecified)
- PglD inh = 1

CC(=O)c1ccc(NS(=O)(=O)c2ccc3ccccc3c2)cc1
- PglD inh = 6

O=C(COC(=O)C1COc2ccccc2O1)NC(=O)Nc1ccc2c(c1)OCCO2 (stereo unspecified)
- PglD inh = 0

Cc1ccc(S(=O)(=O)N2CCN(CC(=O)N/N=C/C=C/c3ccccc3)CC2)cc1
- PglD inh = 5

O=C1C2CC=CCC2C(=O)N1c1cccc(OS(=O)(=O)c2ccc3ccccc3c2)c1 (stereo unspecified)
- PglD inh = -6

CCCOc1ccc(C(C)(O)CN2CCOCC2)cc1 (stereo unspecified)
- PglD inh = -1

O=C(CNC1CCCCC1)N1CCc2ccccc2C1
- PglD inh = 4

Cc1ccc(C)c(NS(=O)(=O)c2c(C)ccc3nsnc23)c1
- PglD inh = 0

COc1ccccc1NC(=S)Nc1ccccn1
- PglD inh = -5

CC1=C(C)CC(C(=O)Nc2nc(-c3ccc(C)cc3C)c(C)s2)C(C(=O)O)C1 (stereo unspecified)
- PglD inh = 4

Cc1ccsc1/C=N/n1cnc2sc(C)c(C)c2c1=O
- PglD inh = 2

COC(=O)c1ccc(CN2CCN(Cc3ccc(C(=O)OC)o3)CC2)o1
- PglD inh = 16

CCN(CC)c1ccc(C=Nc2ccc(C#N)cc2)c(O)c1
- PglD inh = 5

CCC(=O)NCCC(c1ccco1)c1ccccc1OC (stereo unspecified)
- PglD inh = 11

COc1ccc(S(=O)(=O)Nc2ccc(S(=O)(=O)N3CCOCC3)cc2)cc1
- PglD inh = 3

O=C(Nc1ccc(N2CCOCC2)cc1)c1cc(F)c(F)cc1Cl
- PglD inh = -2

COc1cc(C(=O)CSc2nncn2C)cc(OC)c1OC
- PglD inh = -3

CCN(C(=O)Cc1ccc(Br)cc1)C1CCCCC1
- PglD inh = 0

O=S(=O)(c1cccc(S(=O)(=O)N2CCC(Cc3ccccc3)CC2)c1)N1CCOCC1
- PglD inh = -6

CCCC(=O)Nc1nnc(CC(=O)OCC)s1
- PglD inh = -3

O=C(Cn1c(SCC(=O)NC2CCCC2)nnc1-c1ccncc1)Nc1ccc2c(c1)OCO2
- PglD inh = 5

CCc1cccc(NC(=O)CCSCCC(=O)Nc2cccc(CC)c2)c1
- PglD inh = -1

c1ccc(-n2c(-c3ccco3)nnc2-c2ccco2)cc1
- PglD inh = -6

Nc1c(-c2ccc(Cl)cc2)cnn1-c1cccc(C(F)(F)F)c1
- PglD inh = -3

Cc1ccc(S(=O)(=O)N2CCN(C(=O)c3cccc(F)c3)CC2)cc1
- PglD inh = 2

Cc1ccc(NC(=S)NNc2ccc([N+](=O)[O-])cc2S(=O)(=O)Nc2ccccc2C(=O)O)cc1C
- PglD inh = 8

CCC(=O)Nc1cccc(Br)c1
- PglD inh = -11

Cc1ccc(/C(O)=C2\C(=O)C(=O)N(c3cc(C)on3)C2c2cccc(Br)c2)cc1 (stereo unspecified)
- PglD inh = 0

COc1ccc(C(=O)N2CCN(S(=O)(=O)N3CCOCC3)CC2)cc1OC
- PglD inh = 4

Cc1ccc(S(=O)(=O)NC(CN2CCOCC2)=NCCNS(=O)(=O)c2ccccc2)cc1
- PglD inh = -2

CCOC(=O)N1CCN(S(=O)(=O)c2cc(Br)cc3c2N(C(=O)C2CC2)CC3)CC1
- PglD inh = -1

O=c1c2sc(-c3ccccc3)cc2nc2n1CCC2
- PglD inh = 4

CN(C)CCCNC(=O)c1ccc(-c2ccccc2)cc1
- PglD inh = 8

Cc1nnc(NC(=O)CSc2ccccn2)s1
- PglD inh = -1

O=C(c1cnccn1)N(Cc1ccco1)C1(C(=O)NC2CCCC2)CCCCC1
- PglD inh = 6

Cc1ccccc1N(C)S(=O)(=O)c1ccc2[nH]cc(C(=O)NCC3CCCO3)c(=O)c2c1 (stereo unspecified)
- PglD inh = -3

Cc1nnsc1NC(=O)OCc1ccc(C(C)(C)C)cc1
- PglD inh = 7

Cc1ccccc1Cn1ccc(NC(=O)c2cnn3c2NC(c2ccccc2)CC3C(F)(F)F)n1 (stereo unspecified)
- PglD inh = 0

FC(F)Sc1nc(-c2ccccc2)c(-c2ccccc2)n1C(F)F
- PglD inh = -2

COCCN(C(=S)Nc1ccccc1C)C(C)c1cccnc1 (stereo unspecified)
- PglD inh = 1

FC(F)(F)c1ccc(Oc2ccc3c(C(F)(F)F)cc(C(F)(F)F)nc3n2)cc1
- PglD inh = 4

Cc1[nH]c(=O)[nH]c(=O)c1CSc1nnc([C@@H](NC(=O)OC(C)(C)C)C(C)C)o1
- PglD inh = 2

COc1cc2cc(C(N)=O)c(N)nc2cc1OC
- PglD inh = 1

CCCC/C(C)=N/NC(=O)CN(c1ccc(Br)cc1)S(=O)(=O)c1ccccc1
- PglD inh = -4

CCCCNC(=S)N/N=C/C1=CCC2CC1C2(C)C (stereo unspecified)
- PglD inh = 0

COc1ccc(C2/C(=C(/O)c3ccccc3)C(=O)C(=O)N2c2ncccn2)cc1OC (stereo unspecified)
- PglD inh = 2

COc1cccc(-n2nnc3c(=O)n(CC(=O)N4CCCCC4)cnc32)c1
- PglD inh = -2

CCc1ccc(-n2c(SCC(=O)Nc3cc(C)[nH]n3)nc3[nH]ncc3c2=O)cc1
- PglD inh = 1

COc1ccccc1C(=O)Oc1ccc(C(C)(C)C)cc1
- PglD inh = 0

COc1ccc(NC(=O)C(=O)NNC(=O)c2cccs2)c(OC)c1
- PglD inh = -6

CCOc1nc(-c2ccccc2)ccc1-c1noc(COc2ccccc2)n1
- PglD inh = 5

O=C(N/N=C/c1coc2ccccc2c1=O)c1cc2ccccc2o1
- PglD inh = 10

CCCn1c(=N)n(CCOc2ccc(OC)cc2)c2ccccc21
- PglD inh = 2

COc1cccc2c(=O)c(SC(F)(F)C(F)C(F)(F)F)c(C)[nH]c12 (stereo unspecified)
- PglD inh = 4

O=c1[nH]c2ccccc2c(=O)n1Cc1ccccc1
- PglD inh = -7

CC(=O)N1CCc2cc(S(=O)(=O)CCC(=O)Nc3c(C)n(C)n(-c4ccccc4)c3=O)ccc21
- PglD inh = -1

O=C(Oc1ccc(-c2nccc(-c3ccccn3)n2)cc1)c1cccc(C(F)(F)F)c1
- PglD inh = -5

COC(=O)c1ccccc1NC(=O)/C=C/c1cc(OC)c(OC)c(OC)c1
- PglD inh = 1

CCOc1c2c(nc3ccc(Cl)cc13)CCC2
- PglD inh = -9

COc1cc(NC(=O)C2CCCCC2)c2ncccc2c1
- PglD inh = 2

COc1ccccc1-c1cnnc(N/N=C/c2ccc(-c3cccc(Br)c3)o2)n1
- PglD inh = 4

CC(CC(=O)NC(C)c1ccc2c(c1)OCCO2)c1ccccc1 (stereo unspecified)
- PglD inh = 1

COc1ccc(C(=O)C(OC(=O)c2ccc(C)c(NC(C)=O)c2)c2ccccc2)cc1 (stereo unspecified)
- PglD inh = 3

O=C(NCc1cccnc1)C1CC(=O)N(c2ccc(Cl)cc2)C1 (stereo unspecified)
- PglD inh = 4

O=C(O)CCCC(=O)Nc1ccc(C(=O)NCc2cccnc2)cc1
- PglD inh = -3

Nc1ccccc1N1CCN(C(=O)c2ccccc2)CC1
- PglD inh = -3

COc1ccccc1NC(=O)C1=C(C)Nc2ncnn2C1c1ccc(C)o1 (stereo unspecified)
- PglD inh = -3

Cc1ccccc1C1CC(=O)NC2=C1C(=O)CCC2 (stereo unspecified)
- PglD inh = 1

Cc1cc(/C=N\NC(=O)c2cccs2)c(C)n1-c1ccc2ncccc2c1
- PglD inh = 0

CCOc1ccc(S(=O)(=O)NNC(=O)c2cc3ccccc3o2)cc1
- PglD inh = 2

CCOC(=O)Cc1csc(SCc2nc3sc4c(c3c(=O)[nH]2)CCC4)n1
- PglD inh = 0

CCOC(=O)c1cc(C)n(-c2ccc(OC)c(OC)c2)c1C
- PglD inh = -2

Cn1c(=O)cc(SCC(=O)NCCCN2CCOCC2)c2ccccc21
- PglD inh = 2

c1ccc(-c2nnc(Cn3c4ccccc4c4nc5ccccc5nc43)o2)cc1
- PglD inh = 2

Cc1ccc2nc(-c3cccc(N)c3)[nH]c2c1
- PglD inh = -7

CCOc1ccc(C(=O)NCC(C)C)cc1
- PglD inh = -1

O=C(COC(=O)C(Cc1ccccc1)NC(=O)c1ccco1)NC1CC1 (stereo unspecified)
- PglD inh = -1

O=C(CCN1C(=O)C2C3C=CC(C3)C2C1=O)Nc1c(F)cccc1F (stereo unspecified)
- PglD inh = 1

Cc1ccccc1N1C(=O)C(Cl)=C(N2CCN(c3ccccc3)CC2)C1=O
- PglD inh = -1

CCCN1C(=O)/C(=N\OCC(=O)NC23CC4CC(CC(C4)C2)C3)c2ccccc21
- PglD inh = 0

Five structures from above, ordered by length of the SMILES, high to low:
CCOC(=O)Cc1csc(SCc2nc3sc4c(c3c(=O)[nH]2)CCC4)n1
- PglD inh = 0

Cc1cc(/C=N\NC(=O)c2cccs2)c(C)n1-c1ccc2ncccc2c1
- PglD inh = 0

O=C(COC(=O)C(Cc1ccccc1)NC(=O)c1ccco1)NC1CC1 (stereo unspecified)
- PglD inh = -1

CCOc1ccc(S(=O)(=O)NNC(=O)c2cc3ccccc3o2)cc1
- PglD inh = 2

CCOC(=O)c1cc(C)n(-c2ccc(OC)c(OC)c2)c1C
- PglD inh = -2

New compounds follow
CCOC(=O)N1CCN(C(=O)c2ccc(OC)c(OC)c2)CC1
- PglD inh = -1

CC(C)(C)C(=O)NC(=S)NNC(=O)C(c1ccccc1)c1ccccc1
- PglD inh = 3

C/C(=N\Nc1nc(-c2cc(C)ccc2C)cs1)c1cc2ccccc2oc1=O
- PglD inh = 2

COc1ccc(CC2S/C(=C(\C#N)C(=O)NCc3ccco3)N(c3ccc(C)cc3)C2=O)cc1 (stereo unspecified)
- PglD inh = 3

CSc1ccccc1NC(=O)c1ccncc1
- PglD inh = -3

O=C(NCCc1ccccc1)C1CCCN(S(=O)(=O)c2cccc3nsnc23)C1 (stereo unspecified)
- PglD inh = 3

COC(=O)c1c(NC(=O)CC2Nc3cc(C)c(C)cc3NC2=O)sc(C)c1C (stereo unspecified)
- PglD inh = -4

Clc1ccccc1CN(Cc1ccccc1)c1ncnc2nc[nH]c12
- PglD inh = -7

CC(=NCCc1c(C)[nH]c2ccc(C)cc12)C1=C(O)CC(c2ccccc2)CC1=O (stereo unspecified)
- PglD inh = -5

O=C(C(=C1NCCN1)n1cncn1)c1ccccc1
- PglD inh = 4

CCOc1ccccc1-n1c(SCC(N)=O)nnc1-c1cccnc1
- PglD inh = 5

COc1cccc(/C=N/NC(=O)c2cccc([N+](=O)[O-])c2)c1OS(=O)(=O)c1ccc(C)cc1
- PglD inh = -1

COc1ccc(N2CCN(C(c3cccc(OC)c3OC)c3nnnn3C3CCCC3)CC2)cc1 (stereo unspecified)
- PglD inh = -2

O=C(O)c1ccccc1NCc1ccncc1
- PglD inh = -5

CC(=O)Nc1ccc(N=Cc2nc(-c3ccc(C)cc3)oc2O)cc1
- PglD inh = 8

c1cncc(-c2csc(NCc3ccco3)n2)c1
- PglD inh = 5

CC(=O)N(c1cccc(C)c1)C1SC(=O)N(c2ccccc2)C1=O (stereo unspecified)
- PglD inh = -3

Cc1nnc(SCc2ccc(C(=O)O)cc2)s1
- PglD inh = -4

C(=N\n1cnnc1)/c1ccc(N2CCOCC2)cc1
- PglD inh = 2

Cn1c(-c2ccc3c(c2)OCO3)cnc1NCc1cccc(Cl)c1
- PglD inh = 0

CC(C)NC(=O)c1cccc(C(F)(F)F)c1
- PglD inh = -3

O=c1[nH]c2ccsc2c(=O)n1-c1ccc(F)c(Cl)c1
- PglD inh = -5

CCOC(=O)Cn1c(=N)n(Cc2ccccc2)c2ccccc21
- PglD inh = -4

O=C(OCC(=O)c1c[nH]c2ccccc12)c1ccco1
- PglD inh = -3

COc1ccc(NC(=O)c2cnc3sccn3c2=O)cc1
- PglD inh = 3

Source: PubChem (Broad Institute)

Not all compounds are listed (hit frequency here may not be typical).
